# SENP1 FRET inh = human SENP1 catalytic domain inhibitors, primary screen, biochemical, FRET, uHTS; Sentrin-specific protease 1 (Homo sapiens), Q9P0U3; inhibition, % at 10 µM; 360,000 tested, 0.21% active; recombinant SENP1 catalytic domain, CyPet-SUMO1-YPet FRET cleavage;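 active = inhibition at least 30% at 10 µM, raw YFP signal under a set limit, fluorescence ratio 0.5 to 1.5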;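 also: 0% = enzyme with DMSO and 100% = no enzyme wells; some results filed as inactive read as strong as hits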
# Target sequence (Q9P0U3 419-644 limits assumed): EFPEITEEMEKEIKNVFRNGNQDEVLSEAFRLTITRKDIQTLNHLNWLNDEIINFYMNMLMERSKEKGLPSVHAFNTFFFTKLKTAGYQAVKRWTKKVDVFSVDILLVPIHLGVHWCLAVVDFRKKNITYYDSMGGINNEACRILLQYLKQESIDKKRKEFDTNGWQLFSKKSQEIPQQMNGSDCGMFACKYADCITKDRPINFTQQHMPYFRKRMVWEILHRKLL
#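 System: Recombinant human SENP1 catalytic domain, His6-tagged | Incubation: Enzyme reaction for 50 min at room temperature, dark | Medium: Tris pH 8 with BME, BSA, NP40 and catalase | Also added: 25 nM SUMO1 FRET substrate | Compound: 10 µM single point, 0.5% DMSO | Measured by: FRET fluorescence in CFP and YFP emission channels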
# Numbers without * were called inactive. These rows are one share of the data. The share of hits here may be higher or lower than overall.
nr	SENP1 FRET inh	SMILES
1	1	CC(C)NC(=O)C1(C)CN(S(C)(=O)=O)CC(=O)N1Cc1ccc2c(c1)OCO2 (stereo not given)
2	0	Cc1ccccc1S(=O)(=O)N1CCN(c2ccc3c(c2)C2CC3CCN2C(=O)OCc2ccccc2)CC1 (stereo not given)
3	-1	c1cc(-c2ccc(N3CCOCC3)cc2)n2ccnc2c1
4	-2	CCCCN(C(=O)c1cc(S(=O)(=O)N2CCCCC2)ccc1Cl)c1c(N)n(CCC)c(=O)[nH]c1=O
5	-3	COc1ccc(-c2cc(C(F)(F)F)n3nc(C(=O)N4CCOCC4)nc3n2)cc1
6	-1	Cc1ccc(NC(=O)c2sc3ncn(CC(=O)N4CCN(c5ccccn5)CC4)c(=O)c3c2C)cc1
7	2	CC(C)(C)NC(=O)C1c2ccccc2OCC(=O)N1CC(F)(F)F (stereo not given)
8	-1	C[C@H](CO)N1C[C@H](C)[C@@H](CN(C)Cc2ccc(Cl)c(Cl)c2)OCCCC[C@H](C)Oc2ccc(NC(=O)CCC(F)(F)F)cc2C1=O
9	3	CCOc1ccc(OCCC(=O)Nc2ccc(N3CCOCC3)cc2N2CCOCC2)cc1
10	-8	CCCCN(C=O)c1c(CC)nc2ccc(C(=O)N3CCCCC3)cn12
11	1	CCN(C(=O)COC(=O)c1cc(C)n(-c2ccc(F)cc2)c1C)C1CCS(=O)(=O)C1 (stereo not given)
12	-4	COc1ccc(NC(=O)C2(C)Cc3c(-c4cccc(NC(C)=O)c4)ccnc3O2)cn1 (stereo not given)
13	-5	C(=Nc1ccccc1)c1ccc[nH]1
14	-1	Cc1ccc(S(=O)(=O)C[C@@H]2OC[C@H](Cc3ccccc3)N2S(=O)(=O)c2ccc(C)cc2)cc1
15	4	COc1cc(OC)c(C=CC(=O)c2ccccc2O)c(OC)c1
16	2	O=C(Nc1cc(C(F)(F)F)ccc1F)C1Cc2c(-c3ccccc3Oc3ccccc3)ccnc2O1 (stereo not given)
17	0	CN1CCN(C2CN(Cc3cn(Cc4ccc(C(F)(F)F)cc4)nn3)S(=O)(=O)C2)CC1 (stereo not given)
18	1	CC(=O)NC(c1ccc(F)c(F)c1)c1nc(-c2cccc(C(=O)O)c2)cs1 (stereo not given)
19	3	COC(=O)Cn1ccnc1[N+](=O)[O-]
20	0	O=C(OCc1ccccc1)N1CCC2CC1c1c(-c3ccc(C(F)(F)F)cc3)cccc12 (stereo not given)
21	3	C#CCNC(=O)C[C@@H]1C[C@@]2(C(=O)OCC)CCCC=C2N(CCC2=CCCCC2)C1=O
22	-23	CCCCn1nnnc1C(c1cc2ccccc2o1)N(CCN(C)C)Cc1ccccc1 (stereo not given)
23	2	C#CCOCCOCCOCCNc1nc(N2CCN(C(=O)Cn3cc(CC(C)O)nn3)CC2)nc(N2CCN(C(=O)[C@H](CCCCN)n3cc(CC(C)O)nn3)CC2)n1 (stereo not given in full)
24	0	O=c1[nH][nH]c2c1[C@@H](c1ccc(F)cc1)O[C@H](C1CCCCC1)C2
25	0	Cc1ccc(CN2CC(N3CCC(Cc4ccccc4)CC3)CS2(=O)=O)cc1 (stereo not given)
26	-17	CC(C)(C)NC(=O)C(c1cc2ccccc2o1)n1c(=O)c(-c2cc3ccccc3[nH]2)nc2ccccc21 (stereo not given)
27	0	Cc1ccccc1S(=O)(=O)NC(=O)C1(C)CCN1C(=O)Cc1cc(F)ccc1F (stereo not given)
28	1	CC(=NNC(N)=O)C1=C(O)C(C(C)C)NC1=O (stereo not given)
29	-1	COc1cc(F)ccc1-c1csc(C(C)(O)c2ccccc2)n1 (stereo not given)
30	-5	O=C(O)Cn1c2c(c3ccccc31)CSc1ccc(Cl)cc1-2
31	1	O=S1(=O)CC(N2CCCC2)CN1Cc1cn(Cc2cccc(Cl)c2)nn1 (stereo not given)
32	2	CCCNC(=O)C1(C)CCCN(Cc2ccc3ccccc3c2)C1 (stereo not given)
33	2	CSCCC(C(=O)Nc1c(C)cccc1C)n1c(COc2ccc(C)cc2)nc2ccccc21 (stereo not given)
34	3	COC(=O)[C@H](CCSC)NC(=O)Cn1cc(C)c(=O)[nH]c1=O
35	1	Cc1ccc(S(=O)(=O)N2c3ccccc3OC(C(=O)OC(C)(C)C)(C(=O)OC(C)(C)C)C2CC(=O)c2ccccc2)cc1 (stereo not given)
36	-1	CC1(C(=O)Nc2ccc3nc[nH]c3c2)CCN1C(=O)c1ccccc1CCc1ccccc1 (stereo not given)
37	-4	Cc1noc(C)c1CSCC(=O)Nc1ccccc1N1CCCC1
38	1	COc1ccc(S(=O)(=O)N2CCOCC2)cc1NC(=O)c1c(C)noc1C
39	3	CC(=O)Nc1ccc(-c2ccnc3c2CC(C)(C(=O)Nc2cccc(OC(F)(F)F)c2)O3)cc1 (stereo not given)
40	1	CCn1cc(/C=C(\NC(=O)c2ccc(OC)cc2)C(=O)NCCCn2ccnc2)c2ccccc21
41	-5	NC(=NCc1ccccc1)C(N=Nc1ccccc1)C(=O)NCc1ccccc1 (stereo not given)
42	0	COc1ccc(OC)c(-c2cc(C(=O)O)c3cc4ccccc4cc3n2)c1
43	0	Cc1ccc(C)c(NC(=O)CCOc2ccccc2)c1
44	-1	CC1CCC(NC(=O)CN2CCN(S(=O)(=O)c3ccc(Br)s3)CC2)CC1 (stereo not given)
45	0	C/C(=N/NC(=O)c1ccc2c(c1)OCO2)c1ccc(NC(=O)C(F)(F)F)cc1
46	0	CC(=O)OC(C(=O)Nc1nncs1)c1ccccc1 (stereo not given)
47	4	Cn1c(=O)c2c(nc(SCC(=O)N3c4ccccc4CCc4ccccc43)n2C)n(C)c1=O
48	1	COc1ccc(C(=O)n2nnc3ccccc32)cc1OC
49	-4	COc1cc(C(=O)Nc2cc(S(=O)(=O)N3CCOCC3)ccc2N2CCOCC2)cc(OC)c1C
50	-17	CC(C)(C)NC(=O)C(CCc1ccccc1)n1c(=O)c(-c2cc3ccccc3[nH]2)nc2ccccc21 (stereo not given)

# Another view of some results above.
no.	mol	SENP1 FRET inh
1	CC(C)NC(=O)C1(C)CN(S(C)(=O)=O)CC(=O)N1Cc1ccc2c(c1)OCO2 (stereo not given)	1
2	Cc1ccccc1S(=O)(=O)N1CCN(c2ccc3c(c2)C2CC3CCN2C(=O)OCc2ccccc2)CC1 (stereo not given)	0

# New compounds follow
nr	SENP1 FRET inh	SMILES
51	1	COc1ccc(Nc2c[nH]c(=O)[nH]c2=O)cc1
52	0	C[C@H](CO)N1C[C@H](C)[C@@H](CN(C)S(=O)(=O)c2ccc(C#N)cc2)OCc2cnnn2CCCC1=O
53	-1	N#Cc1ccc(CN(Nc2ccccc2)c2ccccc2)cc1
54	2	CCCc1cc(CN2CCOCC2)c(O)c(CN2CCOCC2)c1O
55	-1	Cc1cccc(CN2CCN(C3CN(Cc4cn(Cc5ccccc5C(F)(F)F)nn4)S(=O)(=O)C3)CC2)c1 (stereo not given)
56	-2	COc1ccc(CNC(=O)CC[C@H]2O[C@@H](n3cc(C)c(=O)[nH]c3=O)C[C@@H]2O)cc1
57	3	C=C(C)c1cccc(C(C)(C)NC(=O)N2CCN(C(=O)OCC)CC2)c1
58	1	C[C@H]1CN([C@@H](C)CO)C(=O)CCCn2nncc2CO[C@H]1CN(C)C(=O)Nc1ccc2c(c1)OCO2
59	-2	CN1CCN(C2CN(Cc3cn(Cc4ccccc4C(F)(F)F)nn3)S(=O)(=O)C2)CC1 (stereo not given)
60	0	CCN(CCCNc1cc2c(c(N)c1S(=O)(=O)O)C(=O)c1ccccc1C2=O)c1ccccc1
61	-136	CCOC(=O)/C(C#N)=C/c1ccc(OC(=O)c2ccccn2)cc1
62	-20	COc1cc(NC(=O)N2CCc3nc(Nc4cc(Cl)cc(Cl)c4)ncc3C2)cc(OC)c1OC
63	-3	O=C(Nc1ccc2c(c1)OCO2)c1cc(C2CCCCN2C(=O)OCCF)on1 (stereo not given)
64	3	Cc1cccc(NC(=O)CCNC(=O)c2ccc(Br)cc2)c1C
65	0	O=c1c(=O)n(CCO)n(CCO)c(=O)n1CCO
66	-7	O=C(CNC(=O)N1CC(=O)Nc2ccccc21)NCCCc1ccccc1
67	5	Cc1ccccc1S(=O)(=O)NC(=O)C1(C)CCN1C(=O)CC(c1ccccc1)c1ccccc1 (stereo not given)
68	1	Cc1ccccc1Nc1nn2c(=O)c3ccc(C(=O)N4CCCC(C)C4)cc3nc2s1 (stereo not given)
69	0	Cc1ccc(C(C)C)cc2c(C)ccc1-2
70	-3	O=C(NCc1ccc(Cl)nc1)c1ccc2nc([C@@H]3O[C@H](CO)[C@H](O)[C@H](O)[C@H]3O)[nH]c2c1
71	4	CCCCNC(=O)C(NC(=O)Cc1cc(OC)cc(OC)c1)C(=O)c1ccccc1 (stereo not given)
72	-16	COc1ccc(-c2cc(NC(C)=O)c3ncc(-c4ccc(F)cc4)n3c2)cc1OC
73	-33	CCCc1nc2ccc(C(=O)OC)cn2c1Cc1ccccc1C(F)(F)F
74	-71	Nc1nc2ccc(Cl)cc2cc1C(=O)NCCc1c[nH]c2ccccc12
75	0	C=CCNC(=O)c1onc(CSc2ccc(OC)cc2)c1C(=O)O
76	0	COCC(=O)Nc1ccc2c(c1)[C@@H]1C[C@H](CC(=O)OC)O[C@@H](CO)[C@@H]1O2
77	30	COc1cccc(-c2cnc3c(NC=O)cc(-c4ccc(N5CCN(C)CC5)cc4)cn23)c1
78	0	C[C@@H]1CCCCO[C@@H](CN(C)S(=O)(=O)c2cn(C)cn2)[C@@H](C)CN([C@H](C)CO)C(=O)c2cc(NC(=O)Nc3ccc(C(F)(F)F)cc3)ccc2O1
79	1	CC(C)C[C@H]1CN(CCCC[C@@H]2CNC(=O)C(=O)N2Cc2ccccc2)C(=O)C(=O)N1CCc1ccccc1
80	1	O=C1Nc2ccccc2-n2nnnc2C1N1CCN(CCN2CCOCC2)CC1 (stereo not given)
81	2	Cc1sc2c(c1C)c(=O)n(-c1ccc(F)cc1)c(=O)n2CC(=O)NCc1ccco1
82	0	CCCCN(C=O)c1c(CC)nc2ccc(C(=O)N(CC)CCN(C)C)cn12
83	-3	CCN(CC)c1ncnc2c1ncn2[C@H]1CN(Cc2ccc(-c3ccccc3)cc2)C[C@@H](CO)O1
84	0	O=S(=O)(c1ccc(S(=O)(=O)N(Cc2ccc(F)cc2)C2CCCC2)cc1)N1CCCC1
85	1	CC(C)C[C@H]1CN(CCCC[C@@H]2CNC(=O)C(=O)N2CC2CCCCC2)C(=O)C(=O)N1Cc1ccccc1
86	-6	CC(=O)O[C@H]1[C@@H](O)[C@H](O)[C@H](Oc2c(O)c(C)c3c4c2[C@@H](C)CC[C@@H]4[C@@H](C)C[C@@H]3C=C(C)C)O[C@H]1C
87	2	Cn1cnc2c(cnn2C)c1=O
88	-4	Cc1nc2c(OCCOc3ccc(F)cc3)cccn2c1N(C)C(=O)CCC1CCCC1
89	-1	O=C(OCC(=O)c1c[nH]c2ccccc12)c1ccc(OC(F)F)cc1

# From compound 71 to 89, copied from above:
nr	SENP1 FRET inh	SMILES
71	4	CCCCNC(=O)C(NC(=O)Cc1cc(OC)cc(OC)c1)C(=O)c1ccccc1 (stereo not given)
72	-16	COc1ccc(-c2cc(NC(C)=O)c3ncc(-c4ccc(F)cc4)n3c2)cc1OC
73	-33	CCCc1nc2ccc(C(=O)OC)cn2c1Cc1ccccc1C(F)(F)F
74	-71	Nc1nc2ccc(Cl)cc2cc1C(=O)NCCc1c[nH]c2ccccc12
75	0	C=CCNC(=O)c1onc(CSc2ccc(OC)cc2)c1C(=O)O
76	0	COCC(=O)Nc1ccc2c(c1)[C@@H]1C[C@H](CC(=O)OC)O[C@@H](CO)[C@@H]1O2
77	30	COc1cccc(-c2cnc3c(NC=O)cc(-c4ccc(N5CCN(C)CC5)cc4)cn23)c1
78	0	C[C@@H]1CCCCO[C@@H](CN(C)S(=O)(=O)c2cn(C)cn2)[C@@H](C)CN([C@H](C)CO)C(=O)c2cc(NC(=O)Nc3ccc(C(F)(F)F)cc3)ccc2O1
79	1	CC(C)C[C@H]1CN(CCCC[C@@H]2CNC(=O)C(=O)N2Cc2ccccc2)C(=O)C(=O)N1CCc1ccccc1
80	1	O=C1Nc2ccccc2-n2nnnc2C1N1CCN(CCN2CCOCC2)CC1 (stereo not given)
81	2	Cc1sc2c(c1C)c(=O)n(-c1ccc(F)cc1)c(=O)n2CC(=O)NCc1ccco1
82	0	CCCCN(C=O)c1c(CC)nc2ccc(C(=O)N(CC)CCN(C)C)cn12
83	-3	CCN(CC)c1ncnc2c1ncn2[C@H]1CN(Cc2ccc(-c3ccccc3)cc2)C[C@@H](CO)O1
84	0	O=S(=O)(c1ccc(S(=O)(=O)N(Cc2ccc(F)cc2)C2CCCC2)cc1)N1CCCC1
85	1	CC(C)C[C@H]1CN(CCCC[C@@H]2CNC(=O)C(=O)N2CC2CCCCC2)C(=O)C(=O)N1Cc1ccccc1
86	-6	CC(=O)O[C@H]1[C@@H](O)[C@H](O)[C@H](Oc2c(O)c(C)c3c4c2[C@@H](C)CC[C@@H]4[C@@H](C)C[C@@H]3C=C(C)C)O[C@H]1C
87	2	Cn1cnc2c(cnn2C)c1=O
88	-4	Cc1nc2c(OCCOc3ccc(F)cc3)cccn2c1N(C)C(=O)CCC1CCCC1
89	-1	O=C(OCC(=O)c1c[nH]c2ccccc12)c1ccc(OC(F)F)cc1
